TRPN1 ag = activates the zebrafish TRPN1 channel; 220,000 compounds, 0.18% hits; HEK293 zebrafish TRPN1-YFP, Fluo-8 calcium fluorescence; 100% = response to 87 µM carbachol; activation, % at 3 µM; AID 1424;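 active means activation above its plate's cutoff, the mean activation of test wells on that plate plus 3 SD, cut at about 19% in these data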;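 further: 0% = DMSO alone and 100% = 87 µM carbachol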
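Material – zebrafish TRPN1-YFP in HEK293 cells · Doses – 3 µM single point · Schedule – dye 1 h 37 °C plus 30 min RT · Signal – Fluo-8 calcium fluorescence, excitation 470-495 nm, emission 515-575 nm · Read-out – % activation versus carbachol response · Control set – carbachol high, DMSO low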
Tb hexokinase = blocks Trypanosoma brucei hexokinase 1 activity | recombinant TbHK1, G6PDH-coupled NADH A340 | inhibition, % at 10 µM | 220,000 compounds, 0.11% hits;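 active means inhibition of 50% or more in the single-dose primary screen; inactive means inhibition below 50%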
Calpain2 inh = inhibitors of pig calpain II; purified calpain II, fluorogenic peptide substrate, 30 min; inhibition, % at 16 µM; 220,000 compounds, 0.37% hits;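 active means inhibition above about 50%, limit read from the data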
TRPML3 ag = human mucolipin-3 channel agonism; Q8TDD5; activation, % at 3 µM; HEK293 TRPML3-YFP, Fluo-8 calcium fluorescence; 100% = the carbachol control signal; 220,000 compounds, 0.29% hits;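 active means activation above its plate's cutoff, the mean activation of the plate's test wells plus 3 SD, cut at about 12% in these data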;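 further: 0% = DMSO only wells and 100% = carbachol wells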
Target sequence (Q8TDD5 whole entry, looked up): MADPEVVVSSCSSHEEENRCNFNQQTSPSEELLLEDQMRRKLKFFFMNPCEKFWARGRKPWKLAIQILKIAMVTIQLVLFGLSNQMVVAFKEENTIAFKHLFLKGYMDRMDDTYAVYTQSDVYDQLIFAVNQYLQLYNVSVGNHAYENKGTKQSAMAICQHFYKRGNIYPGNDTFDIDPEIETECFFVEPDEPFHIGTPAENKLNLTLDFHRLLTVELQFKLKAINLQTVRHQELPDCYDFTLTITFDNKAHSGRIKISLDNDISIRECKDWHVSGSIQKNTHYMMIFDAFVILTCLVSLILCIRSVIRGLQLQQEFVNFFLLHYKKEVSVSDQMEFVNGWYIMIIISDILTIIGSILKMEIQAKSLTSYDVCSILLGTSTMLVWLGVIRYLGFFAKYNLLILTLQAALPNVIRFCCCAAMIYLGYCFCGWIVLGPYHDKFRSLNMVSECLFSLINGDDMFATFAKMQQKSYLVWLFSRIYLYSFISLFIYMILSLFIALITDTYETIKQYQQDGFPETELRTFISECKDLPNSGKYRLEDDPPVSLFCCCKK
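Test system – HEK293 line with stable expression of human TRPML3-YFP channel · Control set – carbachol 87 µM final as high control (100%), DMSO as low control (0%) · Signal – Fluo-8 calcium dye fluorescence, ex 470-495, em 515-575 nm · Incubation – 1-h 37 °C dye load, 5-s basal, 120-s post-compound reads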
Cl transport mod = KCC2 (human) Cl- transport modulation; KCC2 cells, thallium flux FluoZin-2 fluorescence; B-score of Tl+ flux slope (higher = more flux/activation; lower = inhibition) at 10 µM; 190,000 compounds, 2.2% hits; AID 1456;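 active means thallium flux slope and its plate-corrected score both differing from the plate sample mean at a set confidence after two filtering rounds, in either direction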;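 further: slope of fluorescence scaled to starting intensity during 10 to 20 s after thallium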
Furin inh = inhibitors of human furin; purified furin, fluorogenic substrate cleavage; inhibition, % at 30 µM; 220,000 compounds, 0.061% hits; AID 463115; in the data active means inhibition above about 25%; further: inactives centre near -15
Thrombin inh = blocks human thrombin protease activity; inhibition, % at 5 µM; 220,000 compounds, 0.26% hits; AID 1046; P00734; alpha-thrombin, Boc-VPR-AMC fluorogenic substrate cleavage;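 active means inhibition at or above 40%; inactive means inhibition below 40%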;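 further: 0% = enzyme with no compound and 100% = wells without enzyme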
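System – human alpha-thrombin protein · Reagent – Boc-VPR-AMC substrate, 15 µM final · Compound – 5 µM single dose in 0.2% DMSO · Schedule – reaction at room temperature · Technique – AMC fluorescence at 355 nm excitation and 460 nm emission · Read-out basis – % inhibition relative to enzyme controls and enzyme-free blanks · Control set – no-compound enzyme wells and no-enzyme blanks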
EBV gp42 inh = EBV gp42 inhibition | Q1HVG2 | Fluorescence polarization binding assay, mP read-out | inhibition, % (tested at 21.74 µM) | 220,000 compounds, 0.42% hits; in the data active means inhibition above about 50%
Target sequence (Q1HVG2 whole entry, looked up): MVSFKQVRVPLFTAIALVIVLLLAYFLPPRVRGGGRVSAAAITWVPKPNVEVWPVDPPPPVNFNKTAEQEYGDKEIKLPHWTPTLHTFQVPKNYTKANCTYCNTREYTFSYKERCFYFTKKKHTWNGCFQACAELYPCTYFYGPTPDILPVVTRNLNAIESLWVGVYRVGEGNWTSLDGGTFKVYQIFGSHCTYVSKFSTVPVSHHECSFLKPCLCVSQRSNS
PPC-1+TRAIL kill = compounds killing PPC-1 cancer cells with TRAIL present (potentiator screen, no TRAIL-free arm). PPC-1 cells + TRAIL, ATPLite viability luminescence. 220,000 compounds, 0.41% hits. cell killing (% activity), % at 4 µM;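 active means cell killing above 50% in the first pass at 4 µM, then a duplicate retest at 5 µM averaging 50% or more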;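 further: plate controls were cells with TRAIL plus DMSO for no effect and medium-only wells lacking cells for full effect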
Active calls of the source: *; nt = not tested or not shown; [ ] = remark or other dose.

SMILES	TRPN1 ag	Tb hexokinase	Calpain2 inh	TRPML3 ag	Cl transport mod	Furin inh	Thrombin inh	EBV gp42 inh	PPC-1+TRAIL kill
Cc1cc(C)[n+]2[nH]c(N)c(N=Nc3ccccc3)c2n1	-1.7	-39	0	0.0	0.78	-9	-2	-5	nt
O=Cc1c(NCc2ccco2)nc2ccccn2c1=O	1.1	-17	-33	0.5	0.57	-19	-5	-11	0
Cc1cccc(N2CCN(C(=O)CCCn3c(=S)[nH]c4cc5c(cc4c3=O)OCO5)CC2)c1C	2.4	-24	-111	-0.3	nt	-14	-2	-19	20
O=C(Nc1ccccc1N1CCCC1)c1ccc2c(c1)OCO2	-0.6	-2	-5	-0.7	0.72	-24[20 µM]	11	-7	-10
Cc1ccc(-n2ncc3c(NCc4ccccc4)ncnc32)cc1	1.7	1	-23	-0.4	0.15	-21	-3	-13	1
CCC(=O)N1N=C(c2ccccc2)CC1c1ccc([N+](=O)[O-])cc1 (stereo not drawn)	-0.2	-5	-1	0.1	-1	-27	-4	1	17
CCC(C)Sc1nc2c(c(=O)[nH]c(=O)n2C)n1CCc1ccccc1 (stereo not drawn)	-1.7	3	16	-0.1	-1.3	11[20 µM]	2	1	13
Cc1c(NC(=O)c2c(N)sc3c2CCCC3)c(=O)n(-c2ccccc2)n1C	-1.1	-3	-92	0.9	-0.038	-14	-2	-10	1
Cc1cccc(N2CCN(S(=O)(=O)c3ccc4c(c3)CCN4C(=O)CCC(=O)O)CC2C)c1 (stereo not drawn)	0.4	-18	12	0.1	nt	-12	1	-4	-8
Cc1nnc2sc(SCc3ccccc3)nn2c1=O	-0.8	-12	15	-0.1	-0.023	-23	-6	0	10
N#CC1(Cc2ccccc2)c2ccccc2C=CN1C(=O)c1ccccc1 (stereo not drawn)	-0.5	1	29	0.1	-0.07	-2[20 µM]	7	-8	9
CCOc1ccc(-c2cc(N)n(S(=O)(=O)c3ccc(OC)cc3)n2)cc1	-3.3	-3	7	-0.5	nt	5	-2	-18	4
O=C(CN1CCC(Cc2ccccc2)CC1)NCCc1ccc(F)cc1	0.7	3	-10	0.4	-0.3	-31	3	-2	13
O=C1CSC(c2cn(-c3ccccc3)nc2-c2cccs2)N1Cc1ccccc1 (stereo not drawn)	1.2	-11	-12	0.9	nt	-14[20 µM]	-3	1	14
CCC(C)NC(=O)c1ccccc1NC(=O)C(C)N(c1ccccc1)S(C)(=O)=O (stereo not drawn)	-1.4	-2	-59	0.2	0.84	4[20 µM]	-4	-9	11
CSc1ccc(/C=N/NC(=O)CN2CCN(Cc3ccccc3)CC2)cc1	1.0	-32	2	0.4	-0.12	-3	-18	4	8
Cn1c(N2CCCC2)nc2c1c(=O)n(Cc1ccc(F)cc1)c(=O)n2C	1.2	4	-3	0.7	-1.2	-24	-3	-15	-6
CCC(c1nnnn1CCOC)N1CCN(Cc2ccccc2)CC1 (stereo not drawn)	0.3	5	-15	0.9	0.47	-21[20 µM]	-3	-11	18
COc1ccc(C(=O)NNC2=C(C(=O)C(F)(F)F)CCC2)cc1	-1.4	1	23	-0.1	0.18	-6	0	-1	3
C/C(=N/NC(=O)C1CC1(c1ccccc1)c1ccccc1)c1ccco1 (stereo not drawn)	-2.0	2	-17	0.1	0.4	-25	-17	2	-12
COc1ccc(CN(C(=O)/C=C/C(=O)c2ccc(OC)cc2O)C(C(=O)NC2CCCCC2)c2ccncc2)cc1 (stereo not drawn)	-2.2	-11	-9	-0.7	0.82	-2	-6	-2	-10
Nc1ncnc(Nc2ccccn2)c1[N+](=O)[O-]	-0.5	-14	-10	0.7	0.26	-11	-1	-2	13
Cc1nn(Cc2ccc(Cl)c(Cl)c2)c(C)c1NC(=O)c1cc(-c2ccc3c(c2)OCO3)on1	1.7	27	-127	-0.3	nt	-14	4	-14	19
COc1cccc(NC(=O)CS(=O)(=O)c2cn(CC(=O)N3CCOCC3)c3ccccc23)c1	0.0	-5	-28	0.1	0.76	-14	-5	4	-2
CCS(=O)(=O)N1CCCC(C(=O)NCc2ccccc2Cl)C1 (stereo not drawn)	-1.4	5	9	0.0	1.1	-5[20 µM]	-6	-8	1
CCOc1ccc(CN2CCN(Cc3nc4c(s3)CCCC4)CC2CCO)cc1 (stereo not drawn)	0.9	-3	-17	1.2	-0.84	-23	-9	-1	-6
COc1ccc(Cl)cc1N(CC(=O)N(C)C)S(=O)(=O)c1ccc(C)c([N+](=O)[O-])c1	0.1	1	-35	1.1	-0.15	-20	2	-2	21
Cc1nnc(NC(=O)CSc2nnc(Cc3cccn3C)n2-c2cccc(C(F)(F)F)c2)s1	-2.3	-12	-47	0.4	0.83	-31	1	2	5
C[C@@H]1C[C@H](Nc2ccccc2)c2ccccc2N1C(=O)c1cccnc1	-0.6	0	14	-0.6	-0.88	-9[20 µM]	-5	-18	13
COc1cc2c(C(=O)O)c(C)n(-c3ccccc3)c2c2ccccc12	1.1	-8	14	0.3	-0.031	-13	-7	8	1

Six of these compounds in another layout.
Fields: TRPN1 ag, Tb hexokinase, Calpain2 inh, TRPML3 ag, Cl transport mod, Furin inh, Thrombin inh, EBV gp42 inh, PPC-1+TRAIL kill
Cc1nn(Cc2ccc(Cl)c(Cl)c2)c(C)c1NC(=O)c1cc(-c2ccc3c(c2)OCO3)on1
    1.7, 27, -127, -0.3, nt, -14, 4, -14, 19
COc1cccc(NC(=O)CS(=O)(=O)c2cn(CC(=O)N3CCOCC3)c3ccccc23)c1
    0.0, -5, -28, 0.1, 0.76, -14, -5, 4, -2
CCS(=O)(=O)N1CCCC(C(=O)NCc2ccccc2Cl)C1 (stereo not drawn)
    -1.4, 5, 9, 0.0, 1.1, -5[20 µM], -6, -8, 1
CCOc1ccc(CN2CCN(Cc3nc4c(s3)CCCC4)CC2CCO)cc1 (stereo not drawn)
    0.9, -3, -17, 1.2, -0.84, -23, -9, -1, -6
COc1ccc(Cl)cc1N(CC(=O)N(C)C)S(=O)(=O)c1ccc(C)c([N+](=O)[O-])c1
    0.1, 1, -35, 1.1, -0.15, -20, 2, -2, 21
Cc1nnc(NC(=O)CSc2nnc(Cc3cccn3C)n2-c2cccc(C(F)(F)F)c2)s1
    -2.3, -12, -47, 0.4, 0.83, -31, 1, 2, 5

Further results.
SMILES	TRPN1 ag	Tb hexokinase	Calpain2 inh	TRPML3 ag	Cl transport mod	Furin inh	Thrombin inh	EBV gp42 inh	PPC-1+TRAIL kill
CCOc1ccc2ncc(C(=O)c3ccc(OC)cc3)c(N3CCN(CC)CC3)c2c1	0.1	-5	-7	1.1	-1.2	-7	-12	-101	13
CCOC(=O)N1CCC(NC(=O)C2=CCN(S(=O)(=O)c3ccccc3)CC2)CC1	1.1	-4	-6	1.3	0.97	-15	-7	-9	-11
COCCSc1ccccc1C(=O)N1CCCC(C)C1 (stereo not drawn)	0.6	1	10	0.3	0.0065	-27	3	-11	1
C=CCN(Cc1cn(C)nc1-c1cccc(Cl)c1)C1CCS(=O)(=O)C1 (stereo not drawn)	1.1	-6	-30	0.5	-1.2	-30	0	5	-3
CCN(CC)C(=S)SC1CCCCN(C(=O)c2ccc(F)cc2)C1=O (stereo not drawn)	-1.6	-3	0	-0.1	-0.26	-11	-9	-1	-26
COC(=O)C(C)N1CCC(=O)c2ccccc2S1(=O)=O (stereo not drawn)	nt	-5	-4	nt	-0.2	-23	-2	-29	-4
Cc1cccc(C)c1NC(=S)N(Cc1ccccc1)Cc1cccnc1	-1.7	0	-4	-0.2	0.65	-11	-13	8	-13
CNC(=O)C(=O)NCC1OCCN1S(=O)(=O)c1ccc2c(c1)OCCO2 (stereo not drawn)	2.0	-2	-16	1.3	-0.61	-13	1	-5	17
COc1cc(C2c3c(oc4ccccc4c3=O)C(=O)N2c2ccc(C)cn2)ccc1O (stereo not drawn)	0.8	-14	-15	0.7	-2	-17	-6	4	-4
CCOc1ccc(NC2CCN(C(C)=O)CC2)cc1	1.3	-2	-37	0.9	0.28	-11	-5	2	1
COc1ccc(C2=NOC(C(=O)Nc3cc(C)on3)C2)cc1 (stereo not drawn)	1.9	1	6	0.6	nt	-22	-3	-13	19
O=C(NCc1ccc2c(c1)OCO2)c1ccc(NS(=O)(=O)c2ccc3c(c2)OCCO3)cc1	-0.3	-3	-4	-0.5	0.0008	-27[20 µM]	-4	-2	2
Cc1ccccc1NCc1nnc2n1CCCCC2	1.6	4	-9	0.5	0.57	-29	-2	3	33
CCOC(=O)C1CCCN(c2c(NCCN(CC)c3ccccc3)c(=O)c2=O)C1 (stereo not drawn)	0.3	-1	11	0.3	0.46	-8	-6	-1	5
Cc1ccc(CN2CCNC(=O)C2CC(=O)N(C)C2CCCCC2)o1 (stereo not drawn)	0.9	-9	-14	0.2	2.4	-12	-8	-3	nt
Cc1ccc(NC(=O)CSCC(=O)Nc2ccc(N3CCOCC3)c(Cl)c2)cc1	1.0	3	13	-0.4	-0.89	-5[20 µM]	2	-32	16
CSc1nnc2c3ccccc3c3ccccc3c2n1	0.2	3	-6	0.2	-0.16	-15[20 µM]	2	-23	34
CC(C)Cc1cc(C(=O)Nc2sc3c(c2C#N)CCCC3)no1	-1.3	-2	-22	0.1	4.1*	-8	-4	1	11
Cc1cc(C)c(C(=O)/C=C/c2ccc(C(C)C)cc2)c(=O)[nH]1	0.3	-28	7	0.3	-0.82	-9[20 µM]	-5	1	-3
O=C(O)C(NS(=O)(=O)c1ccc(F)cc1)c1ccccc1 (stereo not drawn)	0.2	-2	1	0.5	0.047	-21	1	1	6
Cc1cc(C)n(-c2ccc(C(=O)Nc3ccccc3N3CCOCC3)cc2)n1	0.8	-10	4	-0.6	-0.39	-19	12	-24	7
CCCCCC(=O)NC(=S)Nc1ccccc1C(=O)OC	-1.3	0	-1	-0.1	2.9	-10[20 µM]	1	-6	11
CCC(CC)c1nnc(NC(=O)Oc2ccccc2)s1	1.2	5	28	-0.1	0.11	-3[20 µM]	2	-3	1
CCC(=O)N1CCNC(=O)C1CC(=O)Nc1ccc(C)c(Cl)c1 (stereo not drawn)	0.6	2	-26	0.2	nt	-5[20 µM]	6	-22	-38
Oc1sc(C=Nc2ccccc2)c2ccccc12	6.0	-1	-203	3.2	nt	-17[20 µM]	2	-8	23
CCOc1ccc(N(CC(=O)Nc2nccs2)S(=O)(=O)c2c(C)noc2C)cc1	0.8	1	-23	-0.2	0.92	-7	2	-8	-4
CNC(=O)/C(=C\C=C\c1ccccc1)NC(=O)c1ccc([N+](=O)[O-])cc1	3.6	-42	9	1.9	-6*	3[20 µM]	6	-5	1
O=C(Nc1nc(-c2ccccc2)c(-c2ccccc2)s1)c1ccc(S(=O)(=O)N2CCCCC2)cc1	0.9	-2	-143	0.9	0.29	-5	-9	1	6
CCNC(=O)CC1SC(=Nc2cccc(Cl)c2C)N(C)C1=O (stereo not drawn)	1.1	-3	5	-0.4	3.1	-6[20 µM]	10	-17	17
Cc1ccc2cc(CN(C(=O)C3CCCO3)C3CCCCC3)c(=O)[nH]c2c1 (stereo not drawn)	8.3	-21	26	2.4	-0.39	-15	4	-4	3
Cc1ccccc1NC(=O)c1cn(-c2ccccc2)nc1-c1ccccc1	-0.4	16	28	0.5	1.3	-18	1	-11	17
CCc1ccc(N2CC(C(=O)Nc3ccccc3F)CC2=O)cc1 (stereo not drawn)	0.4	4	13	0.4	nt	-25	104*	1	12
CCOc1ccc(-n2nnc3c(=O)n(CC(=O)NCc4ccco4)cnc32)cc1	0.7	-3	15	-0.5	-1.4	-9	2	-10	8

Screens (PubChem)
